HRas wt GTP bind: modulators of GTP binding to HRas wildtype, primary screen, biochemical, bead-based flow cytometry, multiplex; GTPase HRas (Homo sapiens), P01112; AID 759, 2007; GTP binding activity, % at 10 µM; GST-Ras wt beads, Bodipy-FL-GTP binding; actives lie on both sides; hit rate 0.14% among 190,000;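 active = GTP binding activity at least 20% away from the 100% baseline, either lowered as inhibitor or raised as activator; inconclusive = flagged as likely green fluorescent, judged across all proteins in the well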;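 note: 0% = unlabeled GTP competition control and 100% = no-compound control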
Target sequence (P01112 whole entry, looked up): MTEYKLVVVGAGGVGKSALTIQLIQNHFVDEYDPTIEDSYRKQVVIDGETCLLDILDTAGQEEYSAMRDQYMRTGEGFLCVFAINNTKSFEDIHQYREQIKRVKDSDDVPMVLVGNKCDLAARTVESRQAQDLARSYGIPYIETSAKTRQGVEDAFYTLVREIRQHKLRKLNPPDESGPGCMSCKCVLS
Mcl-1 Bim block: inhibitors of Bim peptide binding to Mcl-1, primary screen, biochemical, bead-based flow cytometry, multiplex. hit rate 0.1% among 190,000. Bim peptide-Mcl-1 binding. AID 1009, 2008. inhibition, % at 10 µM. Induced myeloid leukemia cell differentiation protein Mcl-1 (Homo sapiens), Q07820; in the data active = inhibition above about 40%;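 note: 0% = no compound tracer wells and 100% = peptide blocker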
Target sequence (Q07820 whole entry, looked up): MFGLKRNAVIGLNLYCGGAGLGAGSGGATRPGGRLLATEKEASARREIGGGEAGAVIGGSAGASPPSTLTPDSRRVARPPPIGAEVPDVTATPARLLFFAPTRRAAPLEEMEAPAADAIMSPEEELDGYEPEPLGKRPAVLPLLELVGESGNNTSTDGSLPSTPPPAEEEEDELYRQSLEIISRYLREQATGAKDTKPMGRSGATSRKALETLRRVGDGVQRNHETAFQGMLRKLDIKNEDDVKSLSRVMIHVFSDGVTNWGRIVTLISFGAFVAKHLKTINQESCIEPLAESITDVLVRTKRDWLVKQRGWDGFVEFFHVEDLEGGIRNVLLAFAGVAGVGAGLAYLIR
Rac1 wt modul: wildtype Rac1 GTP binding modulators, primary screen, biochemical, GST-Rac1 beads, flow cytometry, multiplex; Ras-related C3 botulinum toxin substrate 1 (Homo sapiens), P63000; fluorescent GTP binding; actives lie on both sides; 0 = cold GTP competed, 100 = untreated; GTP binding activity (% of control), % at 10 µM; hit rate 0.27% among 190,000; AID 757, 2007;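 active = GTP binding activity at least 20 points away from the 100% control level, either lower or higher; inconclusive = compound flagged as likely green fluorescent, judged across all proteins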
Cdc42 wt GTP: modulators of GTP binding to wildtype Cdc42, primary screen, biochemical, multiplex bead flow cytometry, Bodipy-GTP. GST-Cdc42 beads; actives lie on both sides. percent activity (GTP binding), % at 10 µM. hit rate 0.2% among 190,000. AID 761, 2007;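 active = percent activity GTP binding at least 20 points away from the 100% baseline, either down as inhibitor or up as activator; inconclusive = compound flagged as likely green fluorescent from well-wide comparison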;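 note: median bead fluorescence of bound Bodipy-FL-GTP at 100 nM; 0% = excess unlabeled GTP control and 100% = no compound control; below 100% means less GTP binding so inhibitor and above means activator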
Target sequence (P60953 whole entry, looked up): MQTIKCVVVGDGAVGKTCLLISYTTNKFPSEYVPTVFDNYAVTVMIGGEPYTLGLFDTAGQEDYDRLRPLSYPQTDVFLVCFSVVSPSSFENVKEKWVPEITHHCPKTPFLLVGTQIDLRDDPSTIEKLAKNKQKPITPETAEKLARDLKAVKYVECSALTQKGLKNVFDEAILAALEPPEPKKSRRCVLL
Avidin fluor: green autofluorescence of compounds with avidin beads – biophysical, 488/530 nm, flow cytometry, artefact control, profiling panel. compound fluorescence 488/530 nm; hits give high values. fluorescence (KMESF) at 10 µM. hit rate 0.38% among 220,000. AID 1775, 2009; in the data active = fluorescence above about 47; note: inactives centre near 10
Pf gamet viab: late stage P. falciparum gametocyte viability inhibitors, primary screen, ATP luminescence, HTS; P. falciparum stage V gametocytes, 24 h; inhibition, % at 10.9 µM; hit rate 0.065% among 150,000; AID 743093, 2013;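 active = inhibition above the mean plus 3 SD of compounds within the control limits, set per campaign, cut at about 38% in these data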;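 note: 0% = DMSO wells and 100% = medium only without gametocytes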
Mcl1 Bid PPI: Mcl-1/Bid binding inhibitors, primary screen, biochemical, TR-FRET, 1536-well | Induced myeloid leukemia cell differentiation protein Mcl-1 (Homo sapiens), Q07820 | TR-FRET Mcl-1/Bid-Dy647 peptide binding | inhibition, % at 21.7 µM | hit rate 0.97% among 220,000 | AID 1021, 2008;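 active = compounds that cut the binding signal by more than half at the single screening dose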;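 note: His-tagged Mcl-1 with europium anti-His antibody binding Bid BH3 peptide; 0% = Mcl-1 plus peptide wells and 100% = peptide-only wells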
Rab7 wt modul: modulators of GTP binding to Rab7, primary screen, biochemical, wildtype, multiplex bead flow cytometry. Rab7 GTPase wild type (dog), Bodipy-FL-GTP binding. GTP binding activity (percent of control), % at 10 µM. hit rate 0.055% among 190,000. GST-Rab7 beads, fluorescent GTP binding; actives lie on both sides; untreated = 100%, excess cold GTP = 0%;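 active = fluorescent GTP binding to Rab7 beads changed by at least 20 points from the 100% baseline, either direction, mostly lower; inconclusive = compound itself probably fluorescent, or too few beads counted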;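 note: median green fluorescence of bound Bodipy-FL-GTP per Rab7 bead population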
Rac1 mut GTP: GTP binding modulators of activated mutant Rac1, primary screen, biochemical, bead-based flow cytometry, multiplex, fluorescent GTP; Ras-related C3 botulinum toxin substrate 1 (Homo sapiens), P63000; GST-Rac1 activated beads; actives lie on both sides; 100% means binding = to untreated wells; percent activity (GTP binding), % at 10 µM; hit rate 0.11% among 190,000; AID 764, 2007;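 active = GTP binding at least 20 percentage points away from the 100% baseline, in either direction, so actives lie on both sides; inconclusive = Compound likely fluorescent itself, or too few beads counted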
Mcl1-Noxa inh: Mcl-1/Noxa binding inhibitors, primary screen, biochemical, TR-FRET, 1536-well | inhibition, % at 21.7 µM | Induced myeloid leukemia cell differentiation protein Mcl-1 (Homo sapiens), Q07820 | TR-FRET Mcl-1/Noxa peptide binding, 2 h | AID 1022, 2008 | hit rate 1.5% among 220,000;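 active = compounds that cut the protein-peptide binding signal by more than 50% relative to plate controls in a single-dose test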;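 note: His-tagged Mcl-1 with rhodamine Noxa BH3 peptide and terbium anti-His antibody; 0% = Mcl-1 plus Noxa peptide wells and 100% = peptide-only wells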
Rab2 wt GTP: modulators of GTP binding to Rab2A wildtype, primary screen, biochemical, dog, bead-based flow cytometry, multiplex | Ras-related protein Rab-2A (Canis lupus familiaris), P61105 | GST-Rab2 wt beads, Bodipy-GTP binding | GTP binding activity, % at 10 µM | hit rate 0.19% among 190,000 | AID 760, 2007;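 active = GTP binding activity at least 20 points away from 100%, either lowered or raised; inconclusive = signal likely due to the compound's own green fluorescence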;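 note: 0% = beads with excess unlabeled GTP and 100% = no-compound control corrected for plate trend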
Numbers without * were called inactive; ? = inconclusive; . = not tested or not shown; [ ] = remark or other dose. Compounds as they come; any-hit rate near 2.7%.

SMILES	HRas wt GTP bind	Mcl-1 Bim block	Rac1 wt modul	Cdc42 wt GTP	Avidin fluor	Pf gamet viab	Mcl1 Bid PPI	Rab7 wt modul	Rac1 mut GTP	Mcl1-Noxa inh	Rab2 wt GTP
CC(C)C(=O)Nc1ccc(Cc2ccc(NC(=O)C(C)C)c(O)c2)cc1O	101	-4	103	97	25	1	-36	105	100	-11	100
CCCCOc1ccc(/C=N/NC(=S)Nc2cc(C)ccc2C)cc1	98	-4	99	100	39	5	-9	96	96	20	97
CCOC(=O)C1=C(C)N=C(/N=C/N(C)C)SC1c1ccccc1 (centres undefined)	100	-8	103	101	31	2	-1	98	96	20	101
COc1ccc(Nc2cc(C)nc3nc(C)nn23)c(OC)c1	103	0	109	106	6	.	5	101	100	-17	103
COc1ccc(CNC2=CC(=O)CC(C)(C)C2)cc1	103	2	103	103	6	-1	-46	100	100	2	101
O=C(c1ccc(N2CCCCC2)c([N+](=O)[O-])c1)N(Cc1ccccc1)c1ccccn1	99	-1	100	99	9	6	-27	100	94	-8	96
CCCCCCCC1(C)NC(=O)N(c2ccccc2)N1 (centres undefined)	98	-1	99	98	12	.	-28	99	95	-5	97
CSc1ccc(NC(=O)N2CC(C)OC(C)C2)cc1 (centres undefined)	97	-1	96	98	17	.	-17	94	96	-2	95
Cc1nn(Cc2c(F)c(F)c(F)c(F)c2F)c(C)c1NC(=O)c1cccc(COc2ccc(Cl)cc2)c1	99	-2	99	101	11	-9	-22	97	98	-28	99
Cc1ccc(C)c(Cc2c(C)nc(C)[nH]c2=O)c1	99	0	101	96	3	.	-15	97	99	0	97
O=C(NCC1CCCO1)C(Cc1ccccc1)N1C(=O)C2C3C=CC(C4CC34)C2C1=O (centres undefined)	97	0	101	98	11	-1	-12	103	95	26	100
Cc1c(C(=O)Nc2ccc(N3CCOCC3)cc2)cccc1[N+](=O)[O-]	97	0	99	97	7	.	-31	93	97	4	96
CC(=O)Oc1cccc(/C=c2\sc3nc(-c4ccco4)nn3c2=O)c1	95	-4	89	94	18	23	-30	91	94	29	95
COC(=O)c1ccc(C(C(=O)NCc2ccccc2)N(Cc2ccco2)C(=O)c2cnccn2)cc1 (centres undefined)	99	1	95	97	21	.	-22	102	95	-18	101
COc1cccc(N2CCN(C(=O)c3ccc4nc(N5CCCCC5)sc4c3)CC2)c1	102	0	104	102	7	.	-27	100	97	14	100
Cc1nn(C)cc1/C=C1\SC(=S)NC1=O	100	1	104	106	35	.	-14	101	102	22	102
CCOC(=O)c1ccc(NC(=O)c2nn(CC)cc2Br)cc1	104	2	103	107	10	.	2	99	101	10	104
CC1(C)CC(=O)c2cnc(NC(=O)CCc3ccccc3)nc2C1	101	0	103	101	0	.	-5	102	99	9	103
CCC(NC(=O)c1ccccc1NC(=O)c1ccc(OC)cc1)C(=O)N1CCCC1 (centres undefined)	96	-7	102	100	7	-2	12	97	99	-1	97
O=C(NNC(=S)Nc1ccccc1)C1CC1	100	0	100	101	12	.	-43	100	99	-4	100
O=C(NC(=S)N1CCCCC1)c1cccnc1	100	0	107	100	4	.	-21	97	102	9	101
COc1ccc(C(CCc2ccc(C)o2)NC(=O)Nc2ccc(OC)cc2OC)cc1 (centres undefined)	100	-1	97	96	10	-9	-40	100	97	-12	97
COc1ccc(/C=N/NC(=O)c2ccc(Br)cc2)c(OC)c1	99	-2	103	98	5	.	5	99	95	21	96
O=S(=O)(NCc1ccccc1)c1cccs1	102	0	116	102	13	.	-26	103	95	-6	100
COc1ccc(OC(C)C(=O)Nc2ccccc2C(F)(F)F)cc1 (centres undefined)	102	0	106	102	13	-6	-5	100	102	-5	100
CCCc1nc(SCc2cccnc2)c2c(=O)n(C)c(=O)n(C)c2n1	95	0	94	95	6	.	2	92	97	10	95
COc1ccc2nc(NC(=O)CSc3nnnn3C3CCCCC3)sc2c1	89	0	90	85	17	1	7	92	91	-10	89
CC(C)(Oc1ccc(Cl)cc1)C(=O)Nc1ccncc1	100	-4	96	97	30	.	-8	98	94	-3	97
Cc1oc2c(c1C(=O)N1CCC(C)CC1)C(=O)c1ccccc1C2=O	101	-1	106	100	4	.	-1	96	97	6	99
COc1cccc(Nc2ccccc2C(=O)O)c1	120*[activator]	-3	138*[activator]	130*[activator]	5	6	-54	127*[activator]	126*[activator]	26	125*[activator]
N#Cc1c(-c2ccccc2)cc(-c2ccccc2)nc1Br	102	-2	107	104	13	-8	-15	100	101	-2	98
CCOc1ncccc1C(=O)NCc1ccc(OC)c(OC)c1	101	-4	105	104	14	-22	-1	100	101	18	101
CCOc1ccc(CC(=NCCO)C2=C(O)CC(C)(C)CC2=O)cc1OCC	102	0	102	101	3	-25	-3	99	103	9	98
Cn1c(SCC(=O)Nc2ccccc2)nnc1-c1ccc(NC(=O)CCc2ccccc2)cc1	102	-1	105	100	6	4	-9	105	100	17	100
Cc1ccccc1N(CC(=O)NCCSCc1ccco1)S(C)(=O)=O	105	-3	103	107	7	-16	-27	102	103	11	106
O=C(COc1ccc(Cl)cc1)NCc1nnc2c3ccccc3c(-c3ccccc3)nn12	98	-6	102	100	9	17	3	97	99	-7	96
NC(=O)CSc1cn(Cc2ccccc2)c2ccccc12	96	-1	94	91	12	9	-32	98	94	3	95
O=C(Nc1ccccc1)c1c(F)c(F)c(F)c(F)c1F	100	0	103	104	7	-32	-7	98	102	7	100
CC(C)CC(NC(=O)C1CCC(C)CC1)C(=O)Nc1ccc2c(c1)OCCO2 (centres undefined)	98	-1	105	102	5	.	-27	98	100	-1	100
COc1cc(N2CCCC2)c(OC)cc1/C=C(/C#N)c1cccc(F)c1	?	-22	?	?	38	.	-21	?	?	80*	?
COc1ccc(-c2nnc(SC(C)C#N)o2)cc1 (centres undefined)	100	-7	102	98	19	.	-5	101	98	15	100
O=P(OC1CCCCC1)(OC1CCCCC1)C(O)c1ccccc1 (centres undefined)	105	-1	107	103	9	-7	-8	104	99	8	101
Nc1nc(SCC(=O)c2cc(F)ccc2F)n[nH]1	?	1	?	?	10	-8	-18	?	?	12	?
Clc1cc(Sc2ccc(Br)cc2)nnc1-c1ccccc1	99	-2	99	98	5	-16	-13	98	96	-1	96
O=C(CSc1ccccc1C(=O)NCc1ccccc1)NC12CC3CC(CC(C3)C1)C2	96	0	95	87	16	-4	-25	103	96	3	95
CC(=O)C1=C(O)C(=O)N(Cc2cccnc2)C1c1ccc(C)cc1 (centres undefined)	100	-2	105	101	5	.	3	100	99	30	101
CCCC(=O)OC(C(=O)Nc1cc(C(F)(F)F)ccc1Cl)c1ccccc1 (centres undefined)	101	-7	104	101	15	17	15	98	101	5	100
CCOC(=O)c1sc2nc(C3CC3)cc(-c3ccc(OC)cc3)c2c1N	100	-1	99	100	23	.	-22	102	95	-17	103
CCOC(=O)c1ccc(NC(=O)CC2C(=O)N(c3ccc(F)cc3)C(=O)N2CCC(C)C)cc1 (centres undefined)	103	-4	97	105	9	.	-12	103	95	7	99
C=CCn1c(SCc2ccc3c(c2)OCO3)nc2scc(-c3ccco3)c2c1=O	92	0	94	90	27	-5	-35	93	83	2	88
COC(=O)c1cccc(N2C(=O)C(Cl)=C(N3CCOCC3)C2=O)c1	102	0	98	99	8	.	-55	105	96	37	103
CCn1c(SCC(N)=O)nnc1-c1ccco1	97	-2	95	97	40	.	-3	100	95	0	95
Cc1cc(C(=O)Nn2cnnc2)cs1	103	-3	102	103	10	-2	-10	99	99	4	103
COc1ccc(S(=O)(=O)Nc2cc(C)nn2-c2ccccc2)cc1	101	0	100	103	13	.	-54	95	99	13	102
S=C(NC1CCCCC1)NN(c1ccccc1)c1ccccc1	99	-1	100	98	4	-3	-56	98	101	12	100
c1ccc(-n2c(SCc3nc(-c4cccs4)no3)nnc2-c2ccco2)cc1	99	-4	105	101	20	-7	3	98	101	0	98
COc1cc(/C=N/Nc2ccccn2)cc(OC)c1O	97	1	96	92	16	.	-37	101	96	42	95
O=C(CSc1nnc2c(Cl)cc(Cl)cn12)N1CCOCC1	100	3	99	102	9	.	-12	97	100	21	98
Cc1ccc(NC(=O)/C(C#N)=C/c2cn(CC(=O)NCc3ccco3)c3ccccc23)cc1C	95	-1	100	95	7	19	12	101	96	-1	99
COCC(=O)OCC(=O)N1N=C(c2ccc(Cl)cc2)CC1c1ccco1 (centres undefined)	98	2	102	98	11	.	-4	97	96	8	95

Following part
SMILES	HRas wt GTP bind	Mcl-1 Bim block	Rac1 wt modul	Cdc42 wt GTP	Avidin fluor	Pf gamet viab	Mcl1 Bid PPI	Rab7 wt modul	Rac1 mut GTP	Mcl1-Noxa inh	Rab2 wt GTP
CCOC(=O)Cc1nn2c(=O)cc(C)nc2s1	100	-1	98	100	12	.	-9	97	97	20	99
CCN1CCc2c(OCC(=O)N3CCc4ccccc43)cccc2C1=O	92	-1	94	93	9	.	-12	93	93	0	93
O=[N+]([O-])/C=C/c1cn(Cc2ccc(F)cc2)c2ccccc12	96	5	104	100	7	.	-6	99	96	27	98
O=C(O)C1=C(C(=O)Nc2cc(C(F)(F)F)ccc2Cl)CCCC1	95	-1	99	97	12	2	5	94	95	1	96
C=CCN(c1ccc(OC)cc1)S(=O)(=O)c1ccc(Cl)c(C(=O)OCC(=O)NC2CC2)c1	102	4	101	102	5	-27	-24	106	98	20	102
Clc1ccc(CSc2nnc(/C=C/c3ccccc3)o2)c(Cl)c1	93	-2	89	91	13	16	7	89	86	21	89
CN1CCN(C(=S)NC(=O)c2ccc(Cl)cc2)CC1	101	-2	102	99	10	.	-33	103	97	68*	99
COc1cc(/C=C2\N=C3CCCCCN3C2=O)ccc1O	101	-2	107	102	9	-32	-9	98	99	32	102

High-throughput results from PubChem.
